High-throughput results as filed in PubChem.
phage Ecoli inh: growth loss of phage-infected E. coli, primary screen, RecBCD inhibitor project, absorbance, with phage, HTS; inhibition, % at 11.9 µM; actives 0.26% (n = 360,000); AID 651602, 2012; in the data active = inhibition above about 11%
CAL PDZ FP-1: CAL PDZ peptide-binding inhibitors, primary screen, biochemical, fluorescence polarization, Cer-tagged CAL PDZ, HTS. purified CAL PDZ, TMR-peptide fluorescence polarization, 1 h. inhibition, % at 20 µM. actives 0.02% (n = 330,000). AID 504414, 2011;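 active = highest replicate inhibition of at least 40%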;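 also: plate controls were DMSO neutral control wells for no effect and unlabeled competitor peptide control wells for full effect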
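Material – purified CerCALP PDZ construct · Detection – FP readout, S and P plane fluorescence · Measure – percent inhibition from loss of millipolarization · Controls – unlabelled peptide for full inhibition, DMSO wells as neutral · Probe or stimulus – TMR-labelled reporter peptide T*-PRC34 bound in PDZ groove · Times – 1 h at RT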
MITF act: activators of MITF-driven TRPM1 promoter reporter, primary screen, cell-based, SK-MEL-5, luciferase, single point | SK-MEL-5 TRPM1-promoter luciferase, 24 h; % of positive control, neutral wells = 0 | activation, % at 12.5 µM | actives 0.75% (n = 300,000) | AID 588334, 2011;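 active = mean activation of at least 80% with every replicate also reaching 80%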;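 also: 0% = neutral control wells and 100% = parthenolide positive control wells; values of inactives mirror those of a sister screen read the other way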
Ecoli viability: E. coli V3065 growth inhibition, primary screen, counter-screen for AddAB inhibitor project, absorbance, OD600; 18 h; inhibition, % at 11.9 µM; actives 0.27% (n = 330,000); AID 449728, 2010;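 active = inhibition above the campaign's mean inhibition across all tested compounds plus 3 SD, cut at about 9.9% in these data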;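 also: uninfected addAB+ strain grown without phage in ampicillin broth; 0% = DMSO wells and 100% = ciprofloxacin 0.95 µg/ml wells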
SR-BI DiI inh: inhibitors of SR-BI mediated HDL lipid uptake, primary screen, ldlA[mSR-BI] cells, fluorescence, single point; inhibition, % at 12.5 µM; Scavenger receptor class B member 1 (Mus musculus), Q61009; actives 0.96% (n = 320,000); ldlA[mSR-BI] CHO cells, DiI-HDL uptake fluorescence, 3 h; AID 488896, 2010;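 active = mean replicate inhibition of at least 70% and a set share of replicates each scoring 70 or more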;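 also: 0% = median of neutral control wells and 100% = median of positive control wells; values of inactives mirror those of a sister screen read the other way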
Target sequence (Q61009 whole entry, looked up): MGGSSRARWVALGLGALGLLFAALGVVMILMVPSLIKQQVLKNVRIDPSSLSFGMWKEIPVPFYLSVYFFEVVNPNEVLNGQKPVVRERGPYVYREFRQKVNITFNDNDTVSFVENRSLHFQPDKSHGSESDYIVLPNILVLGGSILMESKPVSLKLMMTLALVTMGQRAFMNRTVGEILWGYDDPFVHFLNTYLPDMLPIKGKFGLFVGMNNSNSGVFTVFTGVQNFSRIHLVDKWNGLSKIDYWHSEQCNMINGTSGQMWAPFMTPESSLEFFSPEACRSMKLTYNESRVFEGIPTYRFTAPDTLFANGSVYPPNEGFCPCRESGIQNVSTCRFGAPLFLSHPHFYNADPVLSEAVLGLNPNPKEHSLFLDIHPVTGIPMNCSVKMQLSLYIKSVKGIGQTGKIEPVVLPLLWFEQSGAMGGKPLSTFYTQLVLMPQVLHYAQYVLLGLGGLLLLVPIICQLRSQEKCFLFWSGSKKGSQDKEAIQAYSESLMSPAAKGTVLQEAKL
SR-BI DiI-HDL act: activators of SR-BI mediated DiI-HDL uptake, primary screen, ldlA[mSR-BI] CHO cells, DiI fluorescence; activation, % at 12.5 µM; 3 h; 100 = double the neutral-control signal; actives 0.096% (n = 320,000);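 active = mean replicate activation of at least 60% and every replicate at or above 60%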;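 also: 0% = median plate neutral-control signal and 100% = twice that signal; values of inactives mirror those of a sister screen read the other way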
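system = CHO ldlA[mSR-BI] cells, LDL receptor-null, SR-BI overexpressing | medium = Ham's F12 with 0.5% BSA, HEPES 25 mM, pH 7.4 | probe or stimulus = DiI-HDL 10 µg/mL | compound dosing = single-point compound dose | incubation = compound exposure 3 h, 37 °C | technique = DiI fluorescence, bottom read | read-out = cell-associated DiI fluorescence as measure of HDL uptake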
CAL PDZ FP-2: untagged CAL PDZ binding inhibitors, primary screen, biochemical, fluorescence polarization, HTS. Golgi-associated PDZ and coiled-coil motif-containing protein (Homo sapiens), Q9HD26. purified CAL PDZ, TMR-peptide fluorescence polarization, 1 h. inhibition, % at 24.9 µM. actives 0.92% (n = 300,000). AID 602252, 2012;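 active = mean inhibition of at least 30% with at least half of replicates also reaching 30%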;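 also: 0% = DMSO neutral control and 100% = excess unlabeled competitor peptide PRC23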
Tat transport: E. coli Tat export inhibitors, primary screen, MC4100, TorA-mCherry reporter, fluorescence, single point; inhibition, % at 10 µM; actives 0.036% (n = 340,000);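 active = mean replicate inhibition at least 50% and at least half of replicates individually reaching 50%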;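 also: exported cargo escapes ClpAP degradation while cytoplasmic cargo is degraded and loses fluorescence; 0% = median of neutral control wells and 100% = median of NaSCN control wells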
AddAB inh: growth inhibition of E. coli expressing H. pylori AddAB, primary screen, AddAB inhibitor project, absorbance | actives 0.29% (n = 330,000) | inhibition, % at 11.9 µM | AID 435030, 2010; in the data active = inhibition above about 12%;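 also: 0% = vehicle wells of infected cells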
Wnt bcat act: Wnt/beta-catenin pathway activators, primary screen, cell-based, plate reader, single point; Wnt/beta-catenin reporter cell assay, activator; activation, % at 9.35 µM; actives 1.2% (n = 300,000); AID 743398, 2014; in the data active = activation above about 30%, passing the limit was not always enough;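 also: 0% = neutral control wells and 100% = positive control wells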
Numbers without * were called inactive; · = not tested or not shown.

SMILES	phage Ecoli inh	CAL PDZ FP-1	MITF act	Ecoli viability	SR-BI DiI inh	SR-BI DiI-HDL act	CAL PDZ FP-2	Tat transport	AddAB inh	Wnt bcat act
O=C(Cn1ncc2c([nH]c3ccccc32)c1=O)N1CCCCC1	0.5	-3.8	-9	-0.2	0	0	3	3	2.7	-1
O=C(N/N=C1/CC2CCC1C2)c1cc2ccccc2cc1O (stereo not drawn)	0.1	-1.7	-8	0.9	-1	1	-5	3	2.5	-1
CNC(=S)Nc1ccc(OCc2ccccc2)cc1	0.8	-2.7	19	-1.6	-1	1	-3	7	1.0	2
O=C(O)c1cccc(NC(=S)NC(NC(=O)c2ccco2)C(Cl)(Cl)Cl)c1 (stereo not drawn)	-1.3	0.0	4	-0.7	·	·	4	-1	0.9	-4
CCCCn1c2ccccc2c2nnc(SCCN3CCCCC3)nc21	1.0	-1.3	·	·	-6	6	-4	3	·	-2
Cc1nn(CC(=O)NC2CCS(=O)(=O)C2)c(C)c1[N+](=O)[O-] (stereo not drawn)	3.5	-0.4	5	-1.3	-2	2	·	2	-0.1	1
CCN(C(=O)CSc1nc2nc(C)cc(C)n2n1)c1ccccc1	-0.6	-0.9	11	-1.6	-17	17	-8	-1	-1.8	·
CCC1CCCCN1C(=O)Cn1c(C(=O)OC)cc2ccsc21 (stereo not drawn)	0.3	-1.6	5	0.4	9	-9	-2	-2	-0.9	·
Cc1ccc(CNC(=O)Cn2ccc(NC(=O)OCc3ccccc3)nc2=O)o1	0.6	-1.0	-3	0.9	13	-10	-2	1	1.6	0
Fc1ccc(-c2csc(Nc3ccccn3)n2)cc1	-0.8	-0.5	·	-0.6	-2	2	7	1	-0.2	18
CCn1c(SCC(=O)N(C)CCC#N)nc2cc(S(=O)(=O)N3CCOCC3)ccc21	4.5	-1.0	10	1.4	-28	28	2	9	-0.3	-1
COCCNC(=O)c1ccccc1-c1nc(-c2ccccc2Cl)no1	3.0	-1.3	19	-0.4	-7	7	3	-6	1.8	1

The last five compounds of the part above open the next one:
SMILES	phage Ecoli inh	CAL PDZ FP-1	MITF act	Ecoli viability	SR-BI DiI inh	SR-BI DiI-HDL act	CAL PDZ FP-2	Tat transport	AddAB inh	Wnt bcat act
CCC1CCCCN1C(=O)Cn1c(C(=O)OC)cc2ccsc21 (stereo not drawn)	0.3	-1.6	5	0.4	9	-9	-2	-2	-0.9	·
Cc1ccc(CNC(=O)Cn2ccc(NC(=O)OCc3ccccc3)nc2=O)o1	0.6	-1.0	-3	0.9	13	-10	-2	1	1.6	0
Fc1ccc(-c2csc(Nc3ccccn3)n2)cc1	-0.8	-0.5	·	-0.6	-2	2	7	1	-0.2	18
CCn1c(SCC(=O)N(C)CCC#N)nc2cc(S(=O)(=O)N3CCOCC3)ccc21	4.5	-1.0	10	1.4	-28	28	2	9	-0.3	-1
COCCNC(=O)c1ccccc1-c1nc(-c2ccccc2Cl)no1	3.0	-1.3	19	-0.4	-7	7	3	-6	1.8	1
OCCOCCn1c(C(CO)Nc2nc(-c3ccc(Cl)cc3)cs2)nc2ccccc21 (stereo not drawn)	0.5	1.6	-5	-2.1	1	-1	-2	14	1.3	1
CCOC(=O)/C(=C\c1ccc(Cl)cc1)c1nc2sc(C)c(C)c2c(=O)[nH]1	5.9	0.5	-77	-0.1	17	-17	-5	11	3.5	·
O=C(NS(=O)(=O)Oc1ccc(F)cc1F)OC[C@@H]1CCCN2CCCCC12 (stereo partly drawn)	0.3	-2.0	-6	1.8	-4	4	-1	1	4.7	-1
O=C(CCC(=O)c1cccs1)OCC(=O)c1ccccc1F	0.5	-2.4	-1	·	-23	23	-5	-5	·	1
Cc1ccc(CS/C(Nc2ccccc2C)=C(\C#N)C(N)=O)c(C)c1	3.1	-0.9	0	-1.5	-6	6	-4	-2	-0.8	-3
Cc1ccc(N2CC(C(=O)OCc3ccc([N+](=O)[O-])cc3)CC2=O)cc1 (stereo not drawn)	0.5	-0.4	-5	-1.4	-2	2	-3	9	0.2	·
CCOc1cc(C(=O)Nc2ccc3c4c(cccc24)C(=O)N3CC)cc(OCC)c1OCC	-0.5	-1.3	·	-0.4	56	-56	-2	-6	-2.9	·
CC(Oc1cccnc1[N+](=O)[O-])C(=O)Nc1ccc(F)cc1 (stereo not drawn)	-0.6	-1.3	2	0.5	-15	15	·	0	-0.9	1
CN(NS(=O)(=O)c1ccc(F)cc1)c1ncc(C(F)(F)F)cc1Cl	2.3	-1.2	-1	-1.2	-26	26	-1	13	1.1	0
O=C(CSc1cccc2cccnc12)N1CCCC1	1.0	·	-31	1.0	-6	6	-2	0	2.4	·
O=C(CN1CCCC1)Nc1c2c(cc3c1CCC3)CCC2	2.8	-0.4	1	-0.3	22	-22	-3	8	0.3	0
Cc1cc(C(=O)NCC2CCCO2)n(-c2ccccc2)n1 (stereo not drawn)	3.8	0.8	-3	-1.1	-10	10	-3	-12	4.2	0
Cc1ccc(S(=O)(=O)NCC(=O)N/N=C/c2ccccc2O)cc1	2.7	-0.7	-19	-3.3	31	-31	-3	1	-2.3	-2
